CHRM5 PAM – potentiates acetylcholine response at human M5 receptor; P08912; CHO-K1 hM5, Fluo-8 calcium, ACh EC20 PAM; 0% = ACh EC20, 100% = ACh EC100; activation, % at 3 µM; 0.3% of 360,000 active; AID 624038;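 active = activation above the run cutoff, the mean activation of all test compounds plus 3 SD, cut at about 18% in these data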
Target sequence (P08912 whole entry, looked up): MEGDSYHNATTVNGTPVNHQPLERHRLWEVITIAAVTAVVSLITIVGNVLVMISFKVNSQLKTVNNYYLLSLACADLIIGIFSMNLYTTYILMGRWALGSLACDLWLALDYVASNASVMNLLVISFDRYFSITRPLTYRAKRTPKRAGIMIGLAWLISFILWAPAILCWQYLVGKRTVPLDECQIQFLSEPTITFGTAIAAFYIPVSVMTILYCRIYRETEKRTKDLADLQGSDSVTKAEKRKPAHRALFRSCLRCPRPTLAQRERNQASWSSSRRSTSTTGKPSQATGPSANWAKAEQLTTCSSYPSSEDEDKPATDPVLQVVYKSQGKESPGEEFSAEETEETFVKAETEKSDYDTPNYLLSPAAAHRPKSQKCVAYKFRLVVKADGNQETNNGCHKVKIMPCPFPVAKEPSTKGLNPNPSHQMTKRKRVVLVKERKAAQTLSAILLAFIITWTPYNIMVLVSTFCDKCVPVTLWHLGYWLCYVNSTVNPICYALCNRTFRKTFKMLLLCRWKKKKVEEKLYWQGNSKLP
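Probe or stimulus: acetylcholine, EC20 level; Assay system: human M5 receptor in CHO-K1 cells; Schedule: compound preincubation 140 s before EC20 acetylcholine addition; Technique: intracellular calcium via Fluo-8 fluorescence; Dosing: single-point, 3 µM nominal; Read-out basis: percent activation from peak-over-basal fluorescence ratio, scaled EC20-to-EC100 acetylcholine; Repeats: one well per compound, no replicates.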
CHRM5 antagonist – blocks acetylcholine activation of human M5 receptor; 0.59% of 360,000 active; inhibition, % at 3 µM; AID 624040; CHO-hM5 cells, Fluo-8 calcium fluorescence, ACh EC80;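 active = inhibition above a per-plate cutoff, the mean of that plate's test compounds plus 3 SD, cut at about 27% in these data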;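 also: 0% = acetylcholine EC80 with DMSO and 100% = DMSO without agonist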
CHRM4 agonist – agonists of human muscarinic M4 receptor (CHRM4) | P08173 | CHO-K1 hM4/Gqi5, Fluo-8 calcium fluorescence; vehicle 0%, full acetylcholine response 100% | activation, % at 3 µM | 0.14% of 360,000 active | AID 624127;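 active = activation above the run mean over all test wells plus 3 SD, cut at about 32% in these data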;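 also: peak over basal fluorescence ratio per well then scaled between controls; 0% = DMSO wells and 100% = acetylcholine at EC100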
M4 antag – blocks acetylcholine activation of human M4 receptor; P08173; CHO-hM4 cells, ACh EC80, Fluo-8 calcium fluorescence; inhibition, % at 3 µM; 0.73% of 360,000 active; AID 624125;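 active = inhibition above its plate's cutoff, the mean inhibition of sample wells plus 3 SD, cut at about 27% in these data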;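 also: 0% = acetylcholine EC80 with DMSO and 100% = DMSO without agonist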
M5 ag – CHRM5 agonism in calcium assay; CHO-K1 hM5 cells, Fluo-8 calcium fluorescence; 0% DMSO wells, 100% maximal acetylcholine response; activation, % at 3 µM; 0.19% of 360,000 active; AID 624037; P08912;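 active = activation above the run's mean over test compounds plus 3 SD, cut at about 23% in these data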;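 also: signal is peak over basal fluorescence ratio across the kinetic read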
CHRM4 PAM – CHRM4 positive allosteric modulation; P08173; CHO-K1 hM4/Gqi5, Fluo-8 calcium fluorescence, ACh EC20; 0% = ACh EC20, 100% = maximal ACh; activation, % at 3 µM; 0.4% of 360,000 active; AID 624126;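 active = activation above its plate's cutoff, the mean activation of sample wells plus 3 SD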; also: some results filed as inactive read as strong as hits
M1 PAM – human CHRM1 positive allosteric modulation; CHO-K1 hM1, Fluo-8 calcium fluorescence, ACh EC20; 0% = ACh EC20, 100% = maximal ACh; AID 588819; activation, % at 3 µM; 0.088% of 360,000 active; P11229; in the data active = activation above about 19%, passing the limit was not always enough
CRFR2-BP antag – CRF-BP/CRF-R2 complex antagonism; HEK293 CRF-R2/CRF-BP, CRF-induced calcium fluorescence; inhibition, % at 11.8 µM; 0.59% of 350,000 active; AID 588475;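 active = inhibition of the ligand-induced calcium signal above about 50% at the single tested concentration, limit read from the data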
CRFBP-R2 agonist – CRF-BP/CRF-R2 complex agonism; HEK293 CRF-R2/CRF-BP, calcium dye fluorescence (FLIPR); percent of saturating CRF peptide response; activation, % at 13.2 µM; 0.46% of 350,000 active; AID 588473;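 active = activation of at least 50%, plus an integration ratio under a set limit after plate pattern correction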;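 also: plate controls were neutral control wells without compound for no effect and CRF at EC100 for full effect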
The depositor's hits bear a star; x = no result given.

SMILES	CHRM5 PAM	CHRM5 antagonist	CHRM4 agonist	M4 antag	M5 ag	CHRM4 PAM	M1 PAM	CRFR2-BP antag	CRFBP-R2 agonist
CS(=O)(=O)N1CCN(c2ccccc2NC(=O)c2ccc3ccccc3c2)CC1	-6	12	8	2	-2	-2	-5	-17	0.2
C=CCNC(=S)N/N=C(\C)c1ccc(-n2ccnc2)cc1	0	2	1	2	-1	0	11	-5	0.2
CN(CCOc1ccc(Cl)cc1)CC(=O)Nc1ccc(OC(F)(F)F)cc1	0	11	2	-7	-3	1	13	-22	5.9
CN1CCN(c2ncccc2S(=O)(=O)N2CCCCC2)CC1	-15	99*	0	69*	-11	-14	-22	-13	7.2
Cc1ccc(NS(=O)(=O)c2ccccc2Cl)c2c1CC(C)(C)O2	2	-6	-2	-3	-8	8	6	1	-1.2
O=C(O)C(Cc1c[nH]c2ccccc12)N1C(=O)C2C3c4ccccc4C(c4ccccc43)[C@@H]2C1=O (some centres not stated)	-8	-1	1	5	2	-7	2	0	0.6
CCCc1cc(=O)oc2c3c(c4c(c12)OC(C)(C)C=C4)OC(C)C(C)C3O (configuration not stated)	-7	-1	-2	-9	-2	1	5	-21	7.3
CCCc1nnc(SCC(=O)N2CCOCC2)n1C	0	5	0	10	3	15	9	-2	-0.7
Cc1sc(NC(=O)c2ccc(Br)s2)c(C(N)=O)c1C	7	-7	1	-2	2	5	2	-10	-0.2
Clc1ccc(CN2CCN(c3ncccn3)CC2)cc1Cl	-4	-2	1	-14	-9	6	5	-5	1.0
COc1ccc(C(=O)N2CCc3cc4c(cc3C2C)OCCCO4)cc1 (configuration not stated)	-1	-2	1	-5	-1	-5	-3	11	-0.5
CC(=O)CC(=O)Nc1ccc(Nc2ccccc2)cc1	-2	-1	2	30*	0	-12	-5	4	-1.0
CN(CCCn1c(=S)[nH]c2ncccc2c1=O)Cc1ccccc1	-1	-2	0	4	-1	1	-1	10	-0.8
CCOC(=O)c1[nH]c(C)c(/C(O)=C2\C(=O)C(=O)N(CCCn3ccnc3)C2c2ccncc2)c1C (configuration not stated)	-4	-10	0	-10	-1	1	-1	-5	-2.6
C=CCNC(=O)COC(=O)COc1ccc(Cl)cc1C	-5	0	0	-6	-1	2	0	12	-1.5
O=C(O)CN1C(=O)c2cccc(Oc3ccc(Cl)cc3)c2C1=O	1	-3	0	-1	2	0	-2	-5	-0.7
CCOCC(=O)N1CCC(Cc2ccccc2)CC1	5	-9	0	-8	-4	5	11	17	-4.6
CN(C)S(=O)(=O)c1cccc(C(=O)Nc2cc3c(cc2C(=O)O)OCCCO3)c1	-9	10	16	4	0	-7	4	-3	1.8
NC(N)=NCC(O)CN(c1ccccc1)c1ccccc1 (configuration not stated)	0	-6	1	9	-19	-6	2	21	-2.1
Nc1ccc(C(=O)OCC(=O)Nc2ccc3c(c2)OCO3)cc1[N+](=O)[O-]	0	-4	0	1	0	3	9	20	-1.9
O=C(c1ccc2c(c1)OCO2)N1CCN(c2ccccn2)CC1	3	-1	1	0	-2	13	7	19	-1.7
CCOc1ccccc1CN1CCN(C2CCN(c3ccccc3F)CC2)CC1CCO (configuration not stated)	4	-5	2	-14	-9	1	2	24	-2.4
COC(=O)C1=CN(Cc2ccc(OC)c(OC)c2)C=C(C(=O)OC)C1c1cccc(F)c1	-3	10	-1	6	-4	0	3	20	-0.7
O=C(c1ccc2c(c1)N(Cc1ccccc1)C(=O)c1ccccc1S2)N1CCCC1	13	-10	0	-13	3	10	3	8	1.1
COc1ccccc1N1CCN(C(=O)C(C)NC(=O)c2ccco2)CC1 (configuration not stated)	0	3	1	8	2	2	7	4	-0.2
Oc1ccc(-c2nncn2-c2ccccc2)cc1	-1	6	0	3	4	-5	4	3	0.4
O=C(Nc1ccc(CN2CCOCC2)cc1)c1ccc(Br)o1	1	20	2	1	-1	3	8	6	-0.2
O=C(/C=C/c1ccc([N+](=O)[O-])cc1)N1CCN(Cc2ccccc2)CC1	-2	17	0	-4	-4	-7	1	20	0.4
CCOc1ccc(N(CC(=O)NC(C)(C)C)S(=O)(=O)c2c(C)noc2C)cc1	0	2	-1	-9	-2	1	6	-3	2.2
CCCCc1ccc(NC(=S)NCCc2ccc(F)cc2)cc1	-7	-4	2	-13	-5	3	-6	-17	0.2

By substructure, the compounds so far containing a COOH group
SMILES	CHRM5 PAM	CHRM5 antagonist	CHRM4 agonist	M4 antag	M5 ag	CHRM4 PAM	M1 PAM	CRFR2-BP antag	CRFBP-R2 agonist
O=C(O)C(Cc1c[nH]c2ccccc12)N1C(=O)C2C3c4ccccc4C(c4ccccc43)[C@@H]2C1=O (some centres not stated)	-8	-1	1	5	2	-7	2	0	0.6
O=C(O)CN1C(=O)c2cccc(Oc3ccc(Cl)cc3)c2C1=O	1	-3	0	-1	2	0	-2	-5	-0.7
CN(C)S(=O)(=O)c1cccc(C(=O)Nc2cc3c(cc2C(=O)O)OCCCO3)c1	-9	10	16	4	0	-7	4	-3	1.8

Going on with the list:
SMILES	CHRM5 PAM	CHRM5 antagonist	CHRM4 agonist	M4 antag	M5 ag	CHRM4 PAM	M1 PAM	CRFR2-BP antag	CRFBP-R2 agonist
O=C1/C(=C/c2cccs2)NC(=S)N1C1CC1	0	-5	0	3	0	-4	0	-1	0.0
Cc1ccc(S(=O)(=O)N2CCN(C(=O)c3cc4c(s3)CCCC4)CC2)cc1	8	-6	2	2	2	8	6	7	-0.2
COc1cccc(NC(=S)N(CCN(C)C)C(C)c2ccncc2)c1 (configuration not stated)	13	-9	0	-9	0	-2	14	10	-1.0
Oc1ccc(CNc2ccccc2)c2cccnc12	1	1	1	4	1	9	5	15	-1.5
CC(C)Nc1nc(-c2ccccc2)nc(-n2ccnc2)n1	-2	0	0	20	-3	11	2	8	0.8
COc1ccc(O)c(C(=O)c2cc(C#N)c(=O)n(-c3ccc(Cl)cc3)c2)c1	-6	4	5	-4	6	-10	1	4	31
Cc1csc(CN(C)C(=O)C2CCC(=O)N(CCCc3ccccc3)C2)n1 (configuration not stated)	5	-6	0	-1	0	0	-3	8	1.9
O=c1[nH]c(-c2ccccn2)nc2sc(-c3ccccc3)cc12	10	0	2	1	2	-3	10	-19	0.5
COc1ccc(CC(CC(=O)O)C(=O)NCc2ccccc2)cc1 (configuration not stated)	5	-5	1	-2	-3	-1	6	8	1.1
CC(C)=C(NC(=O)c1ccccc1)C(=O)NCc1ccccc1	-1	12	0	1	-1	-3	1	1	-0.1

An excerpt from above in order of the M4 antag value, descending.
SMILES	CHRM5 PAM	CHRM5 antagonist	CHRM4 agonist	M4 antag	M5 ag	CHRM4 PAM	M1 PAM	CRFR2-BP antag	CRFBP-R2 agonist
CC(C)Nc1nc(-c2ccccc2)nc(-n2ccnc2)n1	-2	0	0	20	-3	11	2	8	0.8
CN(CCCn1c(=S)[nH]c2ncccc2c1=O)Cc1ccccc1	-1	-2	0	4	-1	1	-1	10	-0.8
Cc1sc(NC(=O)c2ccc(Br)s2)c(C(N)=O)c1C	7	-7	1	-2	2	5	2	-10	-0.2
O=C(/C=C/c1ccc([N+](=O)[O-])cc1)N1CCN(Cc2ccccc2)CC1	-2	17	0	-4	-4	-7	1	20	0.4
Clc1ccc(CN2CCN(c3ncccn3)CC2)cc1Cl	-4	-2	1	-14	-9	6	5	-5	1.0

More structures:
SMILES	CHRM5 PAM	CHRM5 antagonist	CHRM4 agonist	M4 antag	M5 ag	CHRM4 PAM	M1 PAM	CRFR2-BP antag	CRFBP-R2 agonist
Cc1ccc(C(=O)Nc2cc(Cl)ccc2-n2cncn2)o1	1	5	1	7	-3	-1	5	16	1.6
Cc1ccccc1CNC(=O)CCNS(=O)(=O)c1ccc(OC(F)(F)F)cc1	-9	18	3	8	4	-6	-3	-18	2.2
COc1ccc(NC(=O)CN(C)C(=O)Cc2ccsc2)cc1	2	5	1	2	-2	1	9	-8	3.6
O=C(COC(=O)CNC(=O)c1ccccc1)NC1CCCCC1	6	6	1	-4	-2	4	11	-2	0.5
CCSc1nnc(NC(=O)c2ccc(C)o2)s1	-3	-12	2	7	-2	13	4	3	-2.0
CCNc1nc(SCCOc2ccc(Br)cc2)nc(N(C)C)n1	0	-5	1	-1	1	0	1	-9	1.1
COC(=O)c1ccc(NC(=O)C2CCN(C(=O)Nc3ccccc3)CC2)cc1	-9	17	4	-9	3	4	9	-8	-0.4
CCC1CCCCN1Cc1nc2c(c(=O)n(C)c(=O)n2C)n1CCC(C)C (configuration not stated)	-3	1	1	-2	0	-1	4	-14	2.9
O=C(NCCCn1ccnc1)c1cc(C(=O)C2CC2)c[nH]1	2	-2	0	-3	-2	0	7	-1	0.1
CCc1nnc(NS(=O)(=O)c2ccc(NCc3cc(Cl)cc(Cl)c3O)cc2)s1	16	-7	0	8	-4	-2	12	0	1.3
COc1ccc(-c2nc(CN3CCC(C(=O)N4CCOCC4)CC3)c(C)o2)cc1OC	6	-3	3	-6	-1	3	5	1	-0.3
Cc1ccc(S(=O)(=O)/N=C(\N)Nc2nc(C)c3cc(C)c(C)cc3n2)cc1	-6	-3	1	-2	1	6	1	-10	0.0
CC(Oc1ccc(C#N)cc1)C(=O)NC1CCCC1 (configuration not stated)	2	1	2	3	2	3	3	4	-1.6
O=C(NCCN1CCC(n2c(=O)[nH]c3ccccc32)CC1)c1ccc(OC(F)(F)F)cc1	-11	-11	9	-13	-4	-7	x	x	x
Cc1ccc(NC(=O)CCCN2C(=O)c3cccc4cccc(c34)C2=O)cc1	0	-5	0	6	-2	3	2	15	0.9

This is a random part of the collection; 2.6% or so of the library scored in one or more.
